ARNT-TACC3 inh – disruptors of ARNT/TACC3 protein interaction, primary screen, biochemical, AlphaScreen, single concentration; Transforming acidic coiled-coil-containing protein 3 (Homo sapiens), Q9Y6A5; AlphaScreen His-ARNT PAS-B/GST-TACC3 binding, luminescence; TACC3 fragment carries E629A point mutation; inhibition, % at 9.99 µM; 390,000 compounds, 0.66% hits; AID 623870, 2012;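 active means mean inhibition of replicates at least 50% and at least half of replicates each reaching 50%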;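 further: 0% = complete ARNT plus TACC3 wells and 100% = ARNT alone without TACC3; many hits fall short of the cut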
PglD inh – C. jejuni PglD acetyltransferase inhibitors, primary screen, biochemical, DTNB colorimetric, single point. inhibition, % at 12.5 µM. purified PglD enzyme, DTNB colorimetric CoA detection. 360,000 compounds, 0.098% hits. UDP-N-acetylbacillosamine N-acetyltransferase PglD (Campylobacter jejuni); in the data active means inhibition above about 16%, passing the limit was not always enough; further: strong numbers were not always called active
RAD54 inh – inhibitors of human RAD54 branch migration, primary screen, biochemical, fluorescence, single point; 360,000 compounds, 0.14% hits; DNA repair and recombination protein RAD54-like (Homo sapiens), Q92698; RAD54 Holliday junction branch migration, FAM/BHQ fluorescence; inhibition, % at 10.4 µM; AID 602329, 2012;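 active means mean normalized replicate activity at least 40 and at least half of replicates scoring 40 or more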;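 further: 0% = median of neutral control wells and 100% = median of positive control wells; inhibitors cause a drop in the FAM fluorescence signal; in these data hits start at about 50%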
Target sequence (Q92698 whole entry, looked up): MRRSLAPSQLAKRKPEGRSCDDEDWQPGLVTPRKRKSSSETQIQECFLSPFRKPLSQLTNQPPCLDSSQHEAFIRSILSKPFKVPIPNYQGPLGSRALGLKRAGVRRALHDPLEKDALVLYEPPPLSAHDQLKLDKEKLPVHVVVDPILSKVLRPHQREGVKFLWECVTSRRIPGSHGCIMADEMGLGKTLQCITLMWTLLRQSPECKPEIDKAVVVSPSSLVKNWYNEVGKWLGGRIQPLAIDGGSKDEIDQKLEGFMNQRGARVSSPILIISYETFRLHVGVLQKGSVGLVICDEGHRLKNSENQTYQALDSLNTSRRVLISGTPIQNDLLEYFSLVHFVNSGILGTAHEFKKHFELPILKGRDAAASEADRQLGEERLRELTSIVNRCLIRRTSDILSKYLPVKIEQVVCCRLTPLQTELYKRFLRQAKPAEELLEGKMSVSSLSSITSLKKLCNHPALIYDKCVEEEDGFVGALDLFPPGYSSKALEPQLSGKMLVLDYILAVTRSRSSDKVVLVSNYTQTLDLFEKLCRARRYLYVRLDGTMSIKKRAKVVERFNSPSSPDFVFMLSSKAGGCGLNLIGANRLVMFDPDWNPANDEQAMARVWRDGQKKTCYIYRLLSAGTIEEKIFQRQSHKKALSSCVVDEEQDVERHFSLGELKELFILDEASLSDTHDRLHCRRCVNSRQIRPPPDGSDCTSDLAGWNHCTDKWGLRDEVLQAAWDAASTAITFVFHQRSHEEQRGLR
RAD52 anneal inh – RAD52 DNA annealing inhibitors, primary screen, biochemical, FRET, single point, set 2. recombinant RAD52 DNA annealing, FRET fluorescence. inhibition, % at 18.7 µM. 360,000 compounds, 0.46% hits. AID 651710, 2012;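 active means every replicate showing at least 50% inhibition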
E-selectin induc – E-selectin induction in HUVECs, primary screen, imaging, HUVEC, immunofluorescence imaging, single point. P16581. normalized: neutral wells 0, TNF-alpha wells 100. activation, % at 7.58 µM. 260,000 compounds, 0.37% hits. AID 686992, 2013;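 active means mean E-selectin-positive cell signal at least 10% of the positive control, reached in at least 60% of replicates, without over 20% cell loss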;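 further: in these data hits start at about 27%; measured in HUVEC primary endothelial cells; signal is the percent of cells scored E-selectin positive by PE staining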
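Read-out basis: % PE-positive cells; Test system: HUVEC primary endothelial cells; Technique: immunofluorescence imaging; Dosing: single-point compound dose.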
Casp6 inh – human caspase-6 inhibitors, primary screen, biochemical, VEID-R110 fluorescence, single point, set 2 | purified caspase-6, Z-VEID-R110 cleavage fluorescence | inhibition, % at 12.5 µM | 350,000 compounds, 0.53% hits;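 active means mean inhibition across replicates at least about 35%, with every replicate also reaching that limit, limit read from the data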;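 further: 0% = median of neutral control wells and 100% = no fluorescence left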
Target sequence (P55212 24-179 limits assumed): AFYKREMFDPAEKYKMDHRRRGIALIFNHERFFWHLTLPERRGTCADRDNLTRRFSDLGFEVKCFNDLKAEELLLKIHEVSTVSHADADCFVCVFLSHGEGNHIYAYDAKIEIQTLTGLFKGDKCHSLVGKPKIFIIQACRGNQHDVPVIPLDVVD
Target sequence (P55212 194-293 limits assumed): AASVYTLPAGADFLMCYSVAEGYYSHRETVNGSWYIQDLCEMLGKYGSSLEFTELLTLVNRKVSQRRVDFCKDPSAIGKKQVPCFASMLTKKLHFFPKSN
esBAF inh – Bmi1 luciferase reporter increase in mESCs, primary screen, esBAF inhibitor project, mouse ES cells, Bmi1 luciferase knock-in, single point; AID 602393, 2012; 24 h; 100% = twice the neutral-well signal; reporter increase, % at 12.5 µM; 350,000 compounds, 2% hits; in the data active means activation above about 40%;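 further: 0% = median of the plate's neutral control wells and 100% = double that signal; a rise in the Bmi1 reporter signal indicates esBAF inhibition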
ERp5 block – inhibitors of ERp5-driven insulin aggregation, primary screen, biochemical, turbidity, absorbance 650 nm, single point | 90 min | inhibition, % at 9.99 µM | Protein disulfide-isomerase A6 (Homo sapiens), Q15084 | 350,000 compounds, 0.05% hits | AID 651711, 2012;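 active means mean replicate inhibition above about 25%, with every replicate also reaching it, limit read from the data, passing the limit was not always enough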
The depositor's hits bear a star; . = no result given; & = joins results of further samples.

SMILES | ARNT-TACC3 inh | PglD inh | RAD54 inh | RAD52 anneal inh | E-selectin induc | Casp6 inh | esBAF inh | ERp5 block
CCC(=O)N1CC[C@H]2[C@H](CO)Nc3ccc(C#Cc4cccnc4)cc3[C@H]21 | 6 | 3 | 3 | -3 | 0.4 | 4 | -4 | 3
O=C(Cc1ccc(Cl)cc1)NNC1CC(=O)N(c2ccc3ccccc3c2)C1=O (stereo unspecified) | 0 | 5 | 0 | 9 | 0.4 | 0 | . | 3
Cc1cccc(OCC(=O)Nc2ccc(NC(=O)c3ccco3)c(C)c2)c1 | 1 | 4 | -1 | -7 | 0.4 | 2 | -1 | 3
COc1ccc(CCCNC(=O)C2CCC(=O)N(Cc3ccc(Cl)cc3)C2)cc1 (stereo unspecified) | -40 | -1 | 9 | 0 | . | -2 | . | 0
COc1ccccc1Oc1nc(C)c(C(C)=O)cc1C#N | -8 | . | . | -10 | . | 1 | . | -19
CO[C@@H]1CN(C)C(=O)c2ccc(NC(=O)c3nc4ccccc4s3)cc2OC[C@@H](C)N(Cc2cncnc2)C[C@H]1C | 15 | -4 | 2 | 0 | 0.1 | -2 | 40 | 2
CCCCn1c(N)c(N(CCOC)C(=O)CSc2nnc(-c3ccc(F)cc3)n2N)c(=O)[nH]c1=O | 1 | 1 | 8 | -3 | 0.2 | 1 | -4 | 1
CCOc1ccc(CC(=O)NNC(=S)NC)cc1Br | . | 5 | 0 | -9 | 0.6 | 1 | . | 5
Cc1ccccc1S(=O)(=O)N1[C@H](C#N)[C@@H](c2ccccc2)[C@H]1CO | -7 | 0 | -5 | 8 | 0.3 | 2 | 5 | 1
COc1ccc(CNc2ccc(-c3ccc(OC)cc3)nn2)cc1 | -4 | 0 | 2 | . | . | . | 45* | .
COc1cc(CN2CCN(CCc3ccccc3)C(CCO)C2)cc(OC)c1 (stereo unspecified) | -5 | . | . | 3 | . | 1 | . | -3
CCCC(C)NC(=O)Cc1ccccc1 (stereo unspecified) | -2 | . | . | -8 | 2.7 | -2 | . | -2
COc1cccc(CNC(=O)CCNS(=O)(=O)c2cccs2)c1 | -1 | 6 | -9 | . | . | . | -4 | .
COc1ccc(NC(=O)CN(C)C(=O)CCc2c[nH]c3ccccc23)cc1 | -4 | 4 | -13 | -9 | 0.4 | 1 | -3 | 3
CCCN1CCC(=O)N(CCSc2ccc(C)cc2)CC1 | -5 | 2 | -4 | -22 | 0.1 | -7 | 30 | 4
COC(=O)c1cc(S(=O)(=O)Nc2c(C)cccc2C)cn1C | -6 | -6 | -12 | -17 | 0.2 | 4 | -7 | 3
CC1(C)OC(=O)C2=C(CC(c3ccccc3)OC2CCc2ccccc2)O1 (stereo unspecified) | . | -3 | -1 | -4 | -0.3 | -4 | -2 | 5
O=C(O)CSc1nc2ccccc2n1Cc1ccccc1 | 1 | 3 | -2 | -11 | -0.1 | 0 | -5 | -1
COCC(=O)N1CC2(C1)CN(S(C)(=O)=O)[C@H](CO)c1[nH]c3cc(OC)ccc3c12 | . | . | . | -8 | 0.1 | 1 | . | -2
CC(=O)Nc1ccc(S(=O)(=O)Nc2nc3ccccc3nc2N2CCOCC2)cc1 | -1 | 1 | -1 | -6 | . | -4 | -2 | -1
CCCCOc1ccc(-c2c(C#N)c(N)[nH]c(=S)c2C#N)cc1 | . | 0 | -12 | -35 | -0.1 | -1 | . | 7
COc1ccc2c3n(nc2c1)CCN=C3c1ccc(Cl)cc1 | -1 | -3 | -11 | -3 | 0.2 | -2 | 6 | 7
Cc1nn(-c2ccccc2)c(N)c1N=O | . | -2 | -6 | -32 | 2.1 | 0 | . | -3
CN(C)c1ccc(/C=N/n2c(COc3ccccc3)n[nH]c2=S)cc1 | 13 | . | 5 | -14 | . | -3 | -5 | -1
CC(C)(C)OC(=O)N/N=C\c1ccc[nH]1 | -2 | . | . | -30 | . | 1 | . | 2
C[C@@H]1CN([C@@H](C)CO)C(=O)Cc2cc(NC(=O)c3ccncc3)ccc2O[C@H]1CN(C)Cc1ccc2c(c1)OCO2 | 4 | 1 | 3 | 11 | 0.1 | 0 | -2 | -2
CN(C)S(=O)(=O)Oc1cccc(C(=O)Nc2ccc(Cl)c(Cl)c2)c1 | 0 | -1 | 10 | . | . | . | 72* | .
Cc1cc(C(=O)CSc2nnnn2-c2ccc(O)cc2)c(C)n1C | 0 | . | . | -18 | . | 4 | 24 | -5
CCc1ccc(N2CC(C(=O)Nc3ccccc3N3CCCC3)CC2=O)cc1 (stereo unspecified) | . | 2 | 10 | -4 | 0.0 | 0 | 5 | 2
Cc1sc2ncnc(N3CCOCC3)c2c1C | -7 | 3 | 4 | . | . | . | 9 | .

Overlap with the part before: 7 entries, then new ones.
SMILES | ARNT-TACC3 inh | PglD inh | RAD54 inh | RAD52 anneal inh | E-selectin induc | Casp6 inh | esBAF inh | ERp5 block
CN(C)c1ccc(/C=N/n2c(COc3ccccc3)n[nH]c2=S)cc1 | 13 | . | 5 | -14 | . | -3 | -5 | -1
CC(C)(C)OC(=O)N/N=C\c1ccc[nH]1 | -2 | . | . | -30 | . | 1 | . | 2
C[C@@H]1CN([C@@H](C)CO)C(=O)Cc2cc(NC(=O)c3ccncc3)ccc2O[C@H]1CN(C)Cc1ccc2c(c1)OCO2 | 4 | 1 | 3 | 11 | 0.1 | 0 | -2 | -2
CN(C)S(=O)(=O)Oc1cccc(C(=O)Nc2ccc(Cl)c(Cl)c2)c1 | 0 | -1 | 10 | . | . | . | 72* | .
Cc1cc(C(=O)CSc2nnnn2-c2ccc(O)cc2)c(C)n1C | 0 | . | . | -18 | . | 4 | 24 | -5
CCc1ccc(N2CC(C(=O)Nc3ccccc3N3CCCC3)CC2=O)cc1 (stereo unspecified) | . | 2 | 10 | -4 | 0.0 | 0 | 5 | 2
Cc1sc2ncnc(N3CCOCC3)c2c1C | -7 | 3 | 4 | . | . | . | 9 | .
O=C(NC(Cc1ccccc1)C(=O)O)/C(=C/c1ccccc1)NC(=O)c1cccc(Br)c1 (stereo unspecified) | -5 | . | . | -14 | . | -1 | . | -3
Cc1nc2nc(-c3ccccc3)[nH]n2c(=O)c1Cc1ccccc1 | -1 | -2 | 1 | . | . | . | 37 | .
C[C@@H]1CN([C@H](C)CO)C(=O)c2cccc(NC(=O)NC3CCCCC3)c2O[C@@H]1CN(C)Cc1ccc(C(=O)Nc2ccccc2N)cc1 | 4 | -4 | 1 | 12 | . | -2 | -24 | -3
CO[C@@H]1CN(C)C(=O)c2cc(NC(=O)Nc3c(C)noc3C)ccc2OC[C@@H](C)N(C(=O)Nc2cccc(Cl)c2)C[C@H]1C | 4 | -2 | 9 | -4 | 0.0 | -1 | 1 | -1
CC(=O)Nc1ccc(S(=O)(=O)N2CCC(NC(=O)c3ccccc3)CC2)cc1 | -3 | -12 | -4 | -15 | . | -1 | 0 | -2
C[C@@H]1CN([C@@H](C)CO)C(=O)CCCn2nncc2CO[C@@H]1CN(C)Cc1ccc(-c2ccccc2)cc1 | 3 | 0 | 8 | 11 | -0.1 | -1 | -3 | -1
COc1ccc(NC2CCCN(C(=O)c3cccnc3)C2)cc1 (stereo unspecified) | -5 | -2 | 12 | -6 | . | -4 | 1 | 1
O=C(O)COCc1nc2ccccc2[nH]1 | 0 | -2 | -2 | . | . | . | -2 | .
O=C(N/N=C\c1ccc(Cl)cc1)c1sccc1-n1cccc1 | -7 | -3 | 2 | . | . | . | 23 | .
CCCC(O)(CCN(C)C)c1ccc(OC)cc1 (stereo unspecified) | -7 | -5 | 8 | . | . | . | -2 | .
Cc1ccccc1CSCCNC(=O)CN(c1ccc2c(c1)OCO2)S(C)(=O)=O | -3 | 4 | 5 | . | . | . | -6 | .
COc1ccc(NC(=O)N(C)C[C@H]2OCCCC[C@H](C)Oc3ccc(NC(=O)C4CCCCC4)cc3C(=O)N([C@@H](C)CO)C[C@@H]2C)cc1 | 1 | 0 | 4 | -29 | 0.1 | 0 | 0 | 3
COc1cccc2cc3c(=O)n(-c4ccccc4)nc-3oc12 | -3 | 2 | -12 | 8 | 0.7 | 1 | -6 | 2
C[C@H]1CN([C@@H](C)CO)C(=O)c2cc(Br)cnc2O[C@@H]1CN(C)C(=O)C1CCC1 | 2 | 2&-4 | 5&1 | -16&-5 | -0.1 | 5&-4 | -1&5 | -12&0
CCOC(=O)C1CCCN(S(=O)(=O)c2cc(C(=O)OC)n(C)c2)C1 (stereo unspecified) | -7 | 0 | 9 | -7 | -0.3 | -2 | 15 | -5
COc1cc(NC(=O)c2ccnc(N)c2)cc(C(=O)Nc2cccc(C(F)(F)F)c2)c1 | -13 | -4 | -18 | 2 | -0.1 | 7 | 8 | 6
O=C(CCN1C(=O)/C(=C/C=C/c2ccccc2)SC1=S)Nc1ccccn1 | 1 | . | . | -23 | 2.3 | 14 | . | 1
COc1ccc(NC(=O)CN(C)C(=O)c2sc3ccccc3c2Cl)cc1 | -3 | 3 | 1 | -11 | . | 2 | -4 | 6
COc1ccc(C2CC(c3cccs3)=NN2C(=O)COC(=O)c2cncc(Br)c2)cc1OC (stereo unspecified) | -2 | 3 | -5 | -87 | 1.2 | 4 | -6 | -3
CC(C)NC(=O)Nc1ccc2c(c1)C(=O)N([C@H](C)CO)C[C@H](C)[C@@H](CN(C)S(C)(=O)=O)O2 | -2&0 | -4&3 | 4&-6 | -9&-15 | -8.2&0.2 | 0&-2 | -8&15 | -4&5
C[C@@H]1CN([C@@H](C)CO)C(=O)c2ccccc2-c2ccccc2CO[C@H]1CN(C)C(=O)[C@@H](Cc1ccccc1)N(C)C | -6 | 2 | 2 | -14 | 0.3 | -1 | 5 | 3
COc1cccc(CC(=O)N[C@@H](CCSC)c2nc3ccccc3[nH]2)c1 | 2 | . | . | -6 | -1.5 | -1 | . | -2
COc1ccc(CNC(=O)COC(=O)CCOc2ccc(C)cc2)cc1OC | -3 | -3 | 2 | -18 | 0.1 | 3 | -11 | 1
O=C(c1cnc2c(c1)COc1ccc(Cl)cc1-2)c1ccccc1O | -8 | -1 | 4 | . | . | . | 9 | .
CN(C)S(=O)(=O)c1ccc(Cl)c(NC(=O)COC(=O)CN2C(=O)C3CCCCC3C2=O)c1 (stereo unspecified) | 0 | . | . | -7 | 1.5 | 0 | . | -1
COc1ccccc1CN1CC(C(=O)NCC2CCCO2)CC1=O (stereo unspecified) | -10 | 0 | -12 | . | . | . | -3 | .

Screening data as filed in PubChem.
